WT yeast gro inh = growth inhibition of WT yeast, mitochondrial fusion screen; mitochondrial fusion phenotypic screen, WT strain; inhibition, % at 10 µM; 190,000 tested, 2.1% active; in the data active means inhibition above about 58%; tested in S. cerevisiae
Myeloid diff MLP = myeloid differentiation induction | ER-HoxA9 myeloid progenitors, lysozyme-GFP differentiation, flow cytometry | calls only at 10 µM | 360,000 tested, 1% active;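 active means normalized GFP-positive differentiation at or above the plate's own cutoff, the solvent-only control mean plus 3 SD; inconclusive means no clear call, values can overlap the other calls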;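 further: cells exposed to compound for four days before flow analysis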
RSV antiviral HEp-2 = RSV antiviral activity via CPE protection, HEp-2 cells, primary 10 µM value included (AID 2391); HEp-2 cells, RSV-induced CPE inhibition; higher % means a stronger effect; CPE inhibition, % at 10 µM, or IC50 in µM where a hit was titrated; 310,000 tested, 0.13% active; in the data active means a potency from the dose series; inconclusive means CPE inhibition mostly from about 23% at the one dose, without a potency; inactive means the rest, 99 in 100 with CPE inhibition below about 21%; further: strong numbers were not always called active
b-catenin transl = alters nuclear translocation of beta-catenin in HeLa cells; nuclear translocation activity, % at 5 µM; immunofluorescence imaging; 190,000 tested, 0.3% active;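 active means nuclear translocation activity above 50% at 5 µM, with a well cell count of 50 or more; inconclusive means wells under 50 cells across six images, flagged as toxic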;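 further: per-cell ratio of nuclear to cytoplasmic median beta-catenin stain intensity; plate controls were DMSO negative control for no effect and GSK-3 inhibitor IX positive control for full effect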
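Test system: human HeLa cells, native beta-catenin. Compound dosing: 5 µM primary single dose, 0.1% DMSO, 0.02–20 µM confirmation series. Incubation: compound exposure 24 h at 37°C. Detection: beta-catenin immunostaining with DAPI counterstain, 20x imaging, 6 fields/well. Read-out basis: Nuclear/cytoplasmic beta-catenin signal ratio, % activation.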
West Nile virus CPE = inhibition of WNV-induced cytopathic effect – cell-based, CPE readout (AID 1621); West Nile virus-infected cells, CPE inhibition; higher % means a stronger effect; 290,000 tested, 0.02% active; CPE inhibition, % at 10 µM, or IC50 in µM where a hit was titrated; in the data active means a potency from the dose series; inconclusive means CPE inhibition mostly from about 3.7% at the one dose, without a potency; inactive means the rest, 99 in 100 with CPE inhibition below about 2.2%; further: strong numbers were not always called active
MgcRacGAP inhibition = MgcRacGAP GTPase-activating activity inhibitors, confirmation, biochemical, ADP Hunter fluorescence. MgcRacGAP-stimulated Rac1 GTP hydrolysis, ADP Hunter fluorescence; higher % means a stronger effect; GST-tagged Rac1 F28L mutant substrate. inhibition, % at 30 µM, or IC50 in µM where a hit was titrated. 340,000 tested, 0.6% active. AID 624330;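 active means first-screen hits whose inhibition reached a set limit at any dose in the follow-up dose series; inconclusive means inhibition above the set first-screen limit but never retested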;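 further: fluorescence reports GDP produced by GAP-driven GTP hydrolysis; strong numbers were not always called active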
PhoP inhibition = PhoP-dependent GFP reporter repression – Salmonella Typhimurium, primary screen (AID 1863) | S. Typhimurium PhoP-regulated promoter GFP reporter, 4 h; higher % means a stronger effect | one-dose inhibition, % at 50 µM; IC50 in µM for titrated hits | 300,000 tested, 0.16% active;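 active means inhibition over 29.93%, a cutoff 3 SD above the screen mean, later confirmed by dose response; inconclusive means inhibition over 29.93% but no dose response follow-up; inactive means inhibition at most 29.93% or unconfirmed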;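 further: 0% = low Mg2+ inducing control and 100% = high Mg2+ repressing control; strong numbers were not always called active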
T cell HTS = T cell immune modulation candidate; 2C CD8+ T cell-vesicle binding, flow cytometry; stronger effect = lower value; calls only at 7 µM; 330,000 tested, 0.068% active; AID 2052;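 active means response, share of CD8 T cells binding vesicles, and their 90th percentile fluorescence all below set limits, cut at about 80% in these data, passing the limit was not always enough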
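Incubation: binding step 1.5 h, 37 °C, antibody labelling 20 min, ice; system: murine 2C transgenic CD8+ T lymphocytes; technique: cytometric PE anti-B7-1 and Alexa647 anti-CD8 signals after 1% paraformaldehyde fixation; also added: QL9-charged Drosophila Ld/ICAM-1/B7-1 vesicles; control set: naked versus QL9-loaded vesicles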
SV40 large T antigen = SV40 large T antigen inhibitors, biochemical (AID 1903); 310,000 tested, 0.39% active; inhibition, % at 20 µM, or IC50 in µM where a hit was titrated; SV40 large T antigen ATPase/helicase inhibition assay; higher % means a stronger effect; in the data active means a potency from the dose series; inconclusive means inhibition mostly from about 32% at the one dose, without a potency; inactive means the rest, 99 in 100 with inhibition below about 32%; further: strong numbers were not always called active
WT yeast gro inh mutant strain = also measured in WT yeast gro inh; calls as there; inhibition, %; mitochondrial fusion phenotypic screen, mutant strain inhibition
b-catenin transl cell count 5 µM = also measured in b-catenin transl; calls as there; cell count; measured here: cell count, cytotoxicity flag
T cell HTS vesicle-bound % = also measured in T cell HTS; calls as there; double positive events, %; measured here: CD8+ vesicle-bound cell fraction;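 binding gate set so that unloaded-vesicle control wells show 10% double positive cells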
Myeloid diff MLP GFP+ MAC1+ % = further read-out of Myeloid diff MLP, marked with its call; GFP+ MAC1+ double positive, %; measured here: differentiation confirmed by MAC1 staining
* marks the source's active call; other numbers are inactive results; i = inactive; u = inconclusive; x = not tested or not shown; + = active, no number.

SMILES	WT yeast gro inh	WT yeast gro inh mutant strain	Myeloid diff MLP	Myeloid diff MLP GFP+ MAC1+ %	RSV antiviral HEp-2	b-catenin transl	b-catenin transl cell count 5 µM	West Nile virus CPE	MgcRacGAP inhibition	PhoP inhibition	T cell HTS	T cell HTS vesicle-bound %	SV40 large T antigen
COc1ccc(CCNC(=O)C2CCCN2C(=O)Nc2cccc(OC)c2)cc1 (centres undefined)	x	x	i	1.0	0.6%	x	x	-0.8%	8%	9%	i	48	-5%
COc1ccc(NC(=O)c2ccc3c(c2)n(C)c(=O)n3C)cc1	7	8	i	1.9	0.8%	2.1	559	0.4%	4%	0%	i	33	6%
O=C(Nc1ccccc1-c1ccccc1)C12CC3CC(CC(C3)C1)C2	9	-1	i	0.9	1.3%	-1.4	1336	-0.1%	9%	-5%	i	56	-1%
CC(C)(C)C(=O)Nc1ccc(C(=O)N/N=C/c2ccccc2OC(=O)c2ccc(Cl)cc2)cc1	-9	-11	i	0.8	3.1%	2.1	1044	u	-9%	1%	i	39	11%
COc1ccc(C2N(c3ccc(Cl)cc3)C(=O)C3CCCN32)cc1 (centres undefined)	7	8	i	1.9	-1.6%	0.3	1142	0.1%	-2%	10%	i	44	3%
COc1cccc2sc(=NC(=O)CS(=O)(=O)c3ccc(Cl)cc3)n(C)c12	x	x	+	9.2*	1.8%	x	x	x	10%	-1%	i	7	6%
COc1ccc(CNC(=S)NCc2ccc(Cl)cc2)cc1OC	x	x	i	1.2	2.8%	x	x	-1.0%	7%	-5%	i	12	20%
O=C(NCc1ccc(F)cc1)c1c2c(nc3ccccc13)CCC2	-4	5	i	0.6	1.8%	-1.0	1112	-0.4%	5%	2%	i	45	12%
CC(=O)Nc1nc2ccccc2n1Cc1ccccc1C	9	5	i	0.2	-0.2%	-0.6	1072	0.7%	-1%	-1%	i	59	-3%
CCC1CCCCN1CCCNC(=O)CN1C(=O)COc2ccc(S(=O)(=O)N3CCOCC3)cc21 (centres undefined)	x	x	i	3.8	0.1%	x	x	-0.2%	5%	-10%	i	24	3%
CCN(CC)C(=O)Cn1cnc2sc(C(=O)NCCCN3CCOCC3)c(C)c2c1=O	x	x	i	1.0	2.1%	x	x	0.2%	3%	1%	i	15	2%
Cc1cc(N2CCCC2)c(C)cc1C=O	-1	-6	i	2.8	4.5%	-3.1	1222	-1.1%	1%	-10%	i	26	3%
COc1ccc(CN2CCN(C(=O)Cn3ncn4cccc4c3=O)CC2)c(OC)c1OC	x	x	i	3.4	-0.4%	x	x	-0.7%	-4%	x	i	40	x
CCOC(=O)N/N=C/c1cn(Cc2ccc(Cl)cc2)c2ccccc12	11	6	i	1.3	0.9%	9.3	524	-0.7%	5%	-5%	i	44	19%
CCOC(=O)C1(Cc2cccc(OC)c2)CCN(Cc2ccc(OC)c(OC)c2)CC1	32	8	i	0.1	1.4%	0.8	1418	-1.3%	7%	7%	i	30	5%
COc1ccccc1CNC(=O)[C@H](C)NC(=O)[C@@H]1Cc2ccccc2CN1	x	x	i	3.7	1.5%	x	x	-0.2%	-11%	-2%	i	16	8%
COc1ccc(C(NC=O)c2cc(OC)c(OC)cc2Br)cc1OC (centres undefined)	17	-9	i	1.1	1.0%	-1.3	1098	-0.8%	10%	2%	i	4	15%
CCOc1cc(C(=O)Nc2ccc(S(=O)(=O)N3CCOCC3)cc2)cc(OCC)c1OCC	6	-44	i	0.7	0.6%	-3.7	815	-0.2%	14%	2%	i	5	8%
CC1CCN(S(=O)(=O)c2cccc3cccnc23)CC1	x	x	i	1.2	0.8%	x	x	0.1%	6%	-4%	i	22	11%
Cc1ccc(C)c(OCCC(=O)OCC(=O)Nc2cc(S(=O)(=O)N3CCOCC3)ccc2C)c1	x	x	i	0.9	0.8%	x	x	x	5%	-6%	i	36	9%
CCc1c(C(=O)NCc2ccccc2Cl)[nH]c(C)c1C(C)=O	7	2	i	2.2	40%	-2.9	961	-1.5%	-1%	-2%	i	17	-5%
Cc1[nH]oc(=O)c1N=Nc1ccc2[nH]c(=O)[nH]c2c1	x	x	i	0.6	40%	x	x	x	16%	x	i	48	24%
COc1ccc(CCNC(=O)C2CCN(S(=O)(=O)N3CCC4(CC3)OCCO4)CC2)cc1OC	6	-7	i	0.4	0.8%	-2.6	537	-0.2%	6%	5%	i	69	10%
COCc1cc(C)nc(SCc2ccccc2Cl)c1C#N	x	x	i	0.2	4.1%	x	x	-0.2%	1%	-2%	i	29	3%
CC1CCCN(C(=O)CCNC(=O)c2ccccc2Cl)C1 (centres undefined)	x	x	i	0.0	1.1%	x	x	0.0%	8%	-6%	i	72	-2%
O=C(COc1ncnc2ccccc12)N1CCOCC1	9	24	i	1.6	0.4%	-0.2	1140	0.0%	3%	-6%	i	58	13%
Cc1nc(-c2ccc(F)cc2)c(CC(=O)NCC(=O)Nc2ccc(F)c(F)c2)s1	x	x	i	0.6	0.3%	x	x	x	8%	x	i	41	x
CCOc1ccc(NS(=O)(=O)c2ccc(NC(=O)c3ccccc3C(=O)O)cc2)cc1	x	x	i	0.7	x	x	x	x	2%	x	i	40	8%
CC1(C)OC(=O)C(=Cc2ccc(-c3ccc(S(N)(=O)=O)cc3)o2)C(=O)O1	-13	-2	i	0.5	-0.3%	-3.9	1092	0.0%	42µM*	-3%	i	63	33%
S=C1NC(C23CC4CC(CC(C4)C2)C3)=CC(c2ccc3c(c2)OCO3)N1 (centres undefined)	77*	12*	i	0.0	0.2%	-0.7	1123	-0.7%	11%	-1%	i	35	9%
COc1ccc(NC(=O)Cc2cccc(F)c2)cc1S(=O)(=O)Nc1ccccc1Cl	x	x	i	0.0	11%	0.1	1303	0.6%	3%	-2%	i	35	1%
Cc1ccc(S(=O)(=O)N2CCOCC2)cc1NC(=O)COC(=O)c1ccccc1OCc1c(C)noc1C	5	-28	i	0.6	3.4%	-0.1	967	-0.8%	4%	4%	i	51	1%
COc1ccc(-n2c(=S)[nH]c3cc(C(=O)NCCCN4CCCC4=O)ccc3c2=O)c(OC)c1	41	8	i	0.9	1.8%	-5.0	1229	0.4%	6%	-8%	i	6	4%
C/C(=N\NC(=O)Cc1cc(=O)[nH][nH]1)c1cccc([N+](=O)[O-])c1	0	-12	i	0.0	2.2%	0.0	1069	0.2%	10%	10%	i	64	14%
CCNc1nc(NCC)n2c(SCC(=O)Nc3ccccc3)nnc2n1	1	10	i	0.4	0.4%	-4.1	1087	-0.1%	-1%	-6%	i	58	14%
Cc1cc(C)n2nc(S(=O)(=O)NCCc3ccccc3)nc2n1	10	0	i	1.1	1.1%	x	x	0.0%	-2%	7%	i	37	5%
Cc1ccccc1OC(C)C(=O)Nc1ccc(S(=O)(=O)N2CCCC2)cc1 (centres undefined)	x	x	i	0.6	5.4%	x	x	0.2%	6%	-5%	i	64	22%
O=C(O)CSCC(=O)N1CCN(c2cc(C(F)(F)F)nc3ccccc23)CC1	x	x	i	0.7	0.8%	x	x	-0.8%	8%	x	i	38	13%
O=C(COc1ccc(S(=O)(=O)NC2CCCCC2)cc1Cl)Nc1ccc2c(c1)OCO2	1	-47	i	0.9	1.3%	-11	1140	1.9%	9%	-18%	i	47	-3%
O=C(O)c1ccccc1/C=N/NC(=O)C1CCCC1	x	x	u	x	1.2%	x	x	0.6%	-1%	-2%	i	56	16%
Cc1c(F)cccc1NS(=O)(=O)c1ccccc1C#N	-27	-6	i	4.6	2.3%	-4.4	1185	0.0%	5%	-10%	i	38	3%
COc1ccc(C(=O)N/C(=C/c2ccco2)C(=O)NCc2ccco2)cc1	x	x	i	1.2	-0.1%	x	x	-0.1%	5%	-2%	i	17	7%
COc1ccc(-c2cn[nH]c2-c2ccc(OCc3ccc([N+](=O)[O-])cc3)cc2O)cc1OC	x	x	i	0.6	12%	0.8	1330	0.1%	9%	4%	i	6	6%
Cc1cccc(-c2c3c(=O)n(C)c(=O)n(C)c3cn2-c2ccccc2O)c1	-2	-8	i	0.9	0.5%	-1.9	1207	0.4%	20%	-3%	i	18	4%
Cc1c(C)c2c(OCC(=O)N3CCC(O)CC3)cc3c(c2oc1=O)CCC(C)(C)O3	x	x	i	4.0	1.8%	x	x	0.1%	-7%	8%	i	29	3%
Cc1cccc(C(=O)NNC(=O)c2ccccc2-n2cccc2)c1	-11	-12	i	0.4	3.7%	-2.8	1114	0.9%	6%	6%	i	14	14%
COc1ccccc1NCCC(=O)OCC(=O)NC1CCCCC1	13	2	i	0.3	0.8%	1.0	957	0.1%	6%	16%	i	20	15%
COc1ccc(-c2csc(/C(C#N)=C\c3ccc(OC)c([N+](=O)[O-])c3)n2)cc1	2	-2	i	0.2	5.4%	-1.0	511	0.0%	9%	-6%	i	41	12%
COc1ccc(Cl)cc1N/C(N)=N/c1nc(C)cc(=O)[nH]1	-4	-18	i	0.2	7.7%	-0.8	1072	-0.6%	3%	6%	i	52	1%
CCOCCCNc1nc2ccccc2[nH]1	-6	2	i	0.5	2.0%	x	x	-0.3%	5%	6%	i	25	10%
COc1cccc(NC(=O)Nc2nnc(Cc3ccc(F)cc3)s2)c1	x	x	i	0.2	3.9%	x	x	1.1%	7%	-4%	i	28	24%
CCCCN1CC(O)=C(c2nc(-c3ccc(Br)cc3)cs2)C1=N	x	x	i	0.2	3.5%	-1.3	1290	-0.3%	15%	-7%	i	55	5%
COc1ccc(C(CNC(=S)NCc2ccccc2)N2CCCC2)cc1 (centres undefined)	-1	1	i	0.8	24µM*	-0.9	1106	-0.8%	7%	6%	i	1	20%

High-throughput results from PubChem.
